ELG1 genotox = genotoxicity induction in ELG1-luciferase HEK293T cells. HEK293T ELG1-luciferase reporter, luminescence, 16 h. Potency, µM (titrated, usually from 46 µM), inactives show at the top dose activity change, positive = activation, most hits filed as activators. hit rate 1.3% among 330,000. AID 504466; further: potency means the concentration at half of the fitted maximal effect; % of control where 0% means no effect; nearly all actives have a fitted effect of over 60% in size
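Cells (2,000/well) expressing the ELG1-luciferase fusion are dosed by pin tool and kept 16 hr at 37 °C, 5% CO2. Signal comes from ONE-Glo luciferase reagent after 30 min at room temperature.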
Rab9 promoter act = activators of Rab9 promoter. Huh7 Rab9 promoter-luciferase reporter, luminescence, 24 h. Potency, µM (top dose mostly 9.22 µM), without a hit: at the top dose activation, negative = inhibition, usual class: activators. hit rate 2.8% among 320,000; further: potency means the concentration at half of the fitted maximal effect; % of control where 0% means no effect; nearly all actives have a fitted effect of over 60% in size
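Stable Rab9-luc Huh7, 1500 cells/well, 2 h settle; cmpd in DMSO, 24 h, 37 °C/5% CO2; luciferase reagent 10 min RT; luminescence.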
BRCA1 expr up = BRCA1 expression activation; MCF7-BRCA1-FFLuc reporter, luminescence, 48 h; response scale: scaled: vehicle 0%, 10 µM genistein 100%; Potency, µM (titrated, usually from 46.1 µM), for the others: at the top dose activation, usual class: activators; hit rate 1.1% among 380,000; AID 624202; further: potency means the concentration at half of the fitted maximal effect; nearly all actives have a fitted effect of over 80% in size; some results filed as inactive show a strong effect at the top dose
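Compounds are tested at multiple concentrations on MCF7 BRCA1-luciferase reporter cells seeded at 2000 per well; after 48 h, a single luminescence end-point is taken and curves fitted to the normalized data.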
p53 reactivation = mutant p53 re-activation in reporter cells; AID 504706; hit rate 0.063% among 320,000; H1299 p53-A138V BP100-luciferase reporter, luminescence, 24 h; Potency, µM (titrated, usually from 92.2 µM), for the others: at the highest dose activity change, positive = activation, actives largely listed as activators; further: potency means the concentration at half of the fitted maximal effect; % of control where 0% means no effect; nearly all actives have a fitted effect of over 45% in size
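p53-null H1299 cells stably carrying temperature-sensitive p53-A138V and a BP100-luciferase reporter were pinned with compounds (4-point, 1:5 series) and held 24 hrs at 37 deg C. Luminescence was read 10 min after detection reagent.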
PKM2 activator = PKM2 (human) enzyme activation | purified PKM2, Kinase-Glo ATP luminescence, activation; response scale: 0% is enzyme alone, no compound | Potency, µM (titrated, usually from 57.5 µM), without a hit: at the highest dose activation, usual class: activators | hit rate 0.34% among 260,000; further: potency means the concentration at half of the fitted maximal effect; on the % scale 0 is the no-effect control and ±100 the full control effect; nearly all actives have a fitted effect of over 55% in size
Target sequence (P14618 whole entry, looked up): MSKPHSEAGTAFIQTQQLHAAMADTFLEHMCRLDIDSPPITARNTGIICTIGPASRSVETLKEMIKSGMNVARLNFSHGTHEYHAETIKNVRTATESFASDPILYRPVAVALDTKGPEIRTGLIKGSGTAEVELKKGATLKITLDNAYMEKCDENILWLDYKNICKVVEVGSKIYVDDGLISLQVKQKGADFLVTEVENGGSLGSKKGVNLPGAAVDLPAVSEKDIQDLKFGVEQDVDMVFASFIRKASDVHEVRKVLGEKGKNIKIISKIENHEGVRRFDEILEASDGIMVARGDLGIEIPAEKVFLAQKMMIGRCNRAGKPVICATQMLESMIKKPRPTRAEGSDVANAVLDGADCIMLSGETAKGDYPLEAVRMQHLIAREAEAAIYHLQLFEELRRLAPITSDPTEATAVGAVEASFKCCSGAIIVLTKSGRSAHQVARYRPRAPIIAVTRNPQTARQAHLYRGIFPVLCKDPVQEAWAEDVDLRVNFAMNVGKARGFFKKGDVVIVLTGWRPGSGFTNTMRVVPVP
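Purified hPK-M2 (>95%) run at intermediate activity with 0.1 mM ADP and 0.5 mM PEP in 50 mM imidazole pH 7.2, KCl, MgCl2; 1 h room temperature. ATP formed read by Kinase-Glo luminescence; normalized to uninhibited and no-enzyme controls.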
VP16 counter = inhibits Gal4-VP16 luciferase reporter, ROR gamma counter-screen; Drosophila S2 Gal4-VP16 UAS-luciferase, luminescence, 20 h; Potency, µM (highest dose often 53.6 µM), for the others: at the highest dose activity, negative = inhibition, usual class: inhibitors; AID 2546; hit rate 3.5% among 310,000;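 further: Gal4-VP16 expression switched on by copper sulfate through the metallothionein promoter; potency means the concentration at half of the fitted maximal effect; on the % scale 0 is the no-effect control and ±100 the full control effect; nearly all actives have a fitted effect of over 50% in size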
RORg inh = blocks mouse ROR gamma transcriptional activity | P51450 | Drosophila S2 Gal4-RORgamma UAS-luciferase reporter, 20 h | Potency, µM (titrated, usually from 53.6 µM), for the others: at the top dose activity change, negative = inhibition, usual class: inhibitors | hit rate 5.4% among 310,000 | AID 2551; further: potency means the concentration at half of the fitted maximal effect; on the % scale 0 is the no-effect control and ±100 the full control effect; nearly all actives have a fitted effect of over 60% in size
Target sequence (P51450 whole entry, looked up, the tested form may be a part): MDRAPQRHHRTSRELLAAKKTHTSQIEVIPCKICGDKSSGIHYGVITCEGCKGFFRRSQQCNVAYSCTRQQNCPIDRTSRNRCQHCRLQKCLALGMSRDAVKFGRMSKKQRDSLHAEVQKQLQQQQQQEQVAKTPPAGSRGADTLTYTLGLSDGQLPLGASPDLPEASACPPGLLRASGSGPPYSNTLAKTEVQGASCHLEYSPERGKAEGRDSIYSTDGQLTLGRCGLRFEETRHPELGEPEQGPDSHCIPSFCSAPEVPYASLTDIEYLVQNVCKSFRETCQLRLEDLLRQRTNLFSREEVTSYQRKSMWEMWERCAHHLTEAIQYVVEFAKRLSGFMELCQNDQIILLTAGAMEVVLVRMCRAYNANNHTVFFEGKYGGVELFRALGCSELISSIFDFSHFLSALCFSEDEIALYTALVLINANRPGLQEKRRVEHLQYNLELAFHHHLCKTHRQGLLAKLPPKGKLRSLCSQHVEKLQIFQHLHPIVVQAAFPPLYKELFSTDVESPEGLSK
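In this cell-based reporter format, copper sulfate (700 uM final) drives Gal4–ROR gamma fusion expression from a metallothionein promoter in Drosophila Schneider cells; compounds preincubated 1 hr, reporter read after 20 hr at ambient temperature.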
FLuc counter = inhibits or activates purified firefly luciferase, miR-21 counter-screen | purified FLuc, Km substrates, luminescence inhibition | Potency, µM (top dose mostly 57.5 µM), without a hit: top-dose activity change, negative = inhibition, actives largely listed as inhibitors | hit rate 6.9% among 360,000;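 further: potency means the concentration at half of the fitted maximal effect; plate controls were vehicle for no effect and reference inhibitor for full effect; nearly all actives have a fitted effect of over 55% in size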
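Biochemical qHTS of compounds, final roughly 60 µM downward over six points, against 10 nM purified firefly luciferase using Km concentrations of substrates (10 uM D-luciferin, 10 uM ATP) in Tris acetate pH 7.5 buffer; luminescence output.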
Menin-MLL TR inh = menin-MLL binding inhibition, Texas Red mutant peptide; AID 1768; Potency, µM (top dose mostly 61.6 µM), for the others: at the highest dose FP activity change, negative = inhibition, hits mostly inhibitors; O00255; hit rate 0.23% among 270,000; Menin + Texas Red MLL mutant peptide, fluorescence polarization; active means well fitted inhibition curve with a large enough effect in the polarisation, with a control signal flat, not every such curve was filed as active; inconclusive means small, poorly fitted or top-dose-only effect, or effect the other way, or a change in a side signal; inactive means no such curve, though single readings can be large or run the other way; the % refers to the polarisation; further: potency means the concentration at half of the fitted maximal effect; % of control where 0% means no effect; many of its hits are not listed in these tables
NPC1 prom act = activators of NPC1 promoter. Huh7 NPC1 promoter luciferase reporter, 24 h. Potency, µM (titrated, usually from 9.22 µM), inactives show at the highest dose activation, actives largely listed as activators. hit rate 2.4% among 320,000;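 further: potency means the concentration at half of the fitted maximal effect; % of control where 0% means no effect; nearly all actives have a fitted effect of over 60% in size; reporter is driven by a mutant NPC1 promoter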
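NPC1 promoter–luciferase Huh7 cells; 24 h compound; luminescence.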
Giardia killer = Giardia lamblia killing; hit rate 0.15% among 340,000; Giardia lamblia trophozoite viability; activity change, % at 7.66 µM, hits read low; in the data active means activity change below about -80%; inconclusive means between about -30% and that limit;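 further: parasites exposed to compound for two days anaerobically before the ATP read; on the % scale 0 is the no-effect control and ±100 the full control effect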
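Trophozoite viability was measured as ATP-dependent luminescence, read 15-30 min after reagent addition. Before that, parasites at 100 cells/well were exposed to compounds for 48 h, anaerobically, at 37 deg C.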
The depositor's hits bear a star; ? = inconclusive; . = no result given; [ ] = another dose, or the depositor's remark. Unless noted, the call rests on the fitted dose curve; in most records, active means well fitted curve in the direction sought with a large enough effect; inconclusive means small, poorly fitted or top-dose-only effect, or another doubt; inactive means no such curve, though single readings can be large; an effect the other way counts as inactive or inconclusive.

SMILES | ELG1 genotox | Rab9 promoter act | BRCA1 expr up | p53 reactivation | PKM2 activator | VP16 counter | RORg inh | FLuc counter | Menin-MLL TR inh | NPC1 prom act | Giardia killer
COc1cccc(-c2cc(C(=O)O)no2)c1 | -2% | -2% | 2% | -1% | 6% | -3% | 6% | ? | 13% | -1% | -3
COC(=O)C1C2C=CC3(CN(c4ccc(Cl)c(F)c4)C(=O)C13)O2 (centres undefined) | 1% | -2% | -6% | 10% | -9% | 2% | ? | -2% | 3% | 0% | 11
COc1ccc([C@@H]2C[C@H]3CN(c4ccccc4)C(=O)[C@]34CCCN24)c(OC)c1OC | 3% | -5% | 0% | -5% | 6% | 5% | 12% | -1% | -10% | 0% | -7
O=C(CSc1nnc(-c2ccco2)n1Cc1ccccc1)NC(=O)NCc1ccco1 | -4% | 1% | -18% | -4% | 1% | 3% | ? | 3% | -12% | 1% | -7
C=C1C(=O)[C@@]23[C@H](O)C[C@@H]4C(C)(C)CC[C@H](O)[C@]4(C)[C@@H]2C[C@H](O)[C@@H]1[C@H]3O | -9% | -39%[inhibitor] | -45% | -14% | -3% | 3.2µM* | 2.5µM* | 2% | 6% | -26% | -8
CC(NC=C1C(=O)OC(C)(C)OC1=O)C(=O)O (centres undefined) | 1% | 2% | -15% | 9% | -9% | -10% | 5% | -14% | 1% | -6% | -4
CC1CCCCN1C(=O)COC(=O)c1cccc(NS(=O)(=O)c2ccccc2)c1 (centres undefined) | 7% | 8% | 3% | 10% | . | . | . | ? | . | -2% | -10
Nc1nc(Nc2ccccc2F)nc(NCCO)c1[N+](=O)[O-] | 9% | -2% | 0% | -3% | 3% | -7% | 17% | 4% | . | -5% | 9
O=C(Nc1nnc(C2CC2)s1)c1n[nH]c(=O)c2ccccc12 | -2% | -3% | 23% | -2% | -8% | -4% | -30% | -8% | . | 1% | 24
CC(C)Oc1cccc(C(=O)C2CCCN(C(=O)CCc3cnn(C)c3)C2)c1 (centres undefined) | ? | 3.5µM* | ? | 7% | 4% | -9% | 21% | ? | -7% | ? | 4
O=C(N=C1c2ccccc2CN1c1ccc(F)cc1)c1ccc(Cl)nc1 | 4% | 8% | -63% | ? | -7% | -5% | 35% | -14% | -6% | 12% | 16
CCOC(=O)c1cc(NC(=O)C2C3C=CC(O3)C2C(=O)O)cc(C(=O)OCC)c1 (centres undefined) | 0% | -3% | -11% | -2% | . | 4% | 7% | 0% | -2% | 0% | 0

An excerpt from above in order of length of the SMILES, high to low:
SMILES | ELG1 genotox | Rab9 promoter act | BRCA1 expr up | p53 reactivation | PKM2 activator | VP16 counter | RORg inh | FLuc counter | Menin-MLL TR inh | NPC1 prom act | Giardia killer
O=C(CSc1nnc(-c2ccco2)n1Cc1ccccc1)NC(=O)NCc1ccco1 | -4% | 1% | -18% | -4% | 1% | 3% | ? | 3% | -12% | 1% | -7
O=C(N=C1c2ccccc2CN1c1ccc(F)cc1)c1ccc(Cl)nc1 | 4% | 8% | -63% | ? | -7% | -5% | 35% | -14% | -6% | 12% | 16
COc1cccc(-c2cc(C(=O)O)no2)c1 | -2% | -2% | 2% | -1% | 6% | -3% | 6% | ? | 13% | -1% | -3

(listing goes on)
SMILES | ELG1 genotox | Rab9 promoter act | BRCA1 expr up | p53 reactivation | PKM2 activator | VP16 counter | RORg inh | FLuc counter | Menin-MLL TR inh | NPC1 prom act | Giardia killer
O=C(NCc1ccc(F)cc1)C1CCN(S(=O)(=O)c2ccc(Br)s2)CC1 | -6% | -5% | -22% | -4% | 10% | 2% | ? | 2% | 18% | -2% | -12
[S-]C(=Nc1ccc(Cl)cc1)N[n+]1ccccc1 | -4% | 7% | 6% | -14% | -1% | ? | 5% | -14% | -13% | 6% | 9
CC1CN(C(=O)CCNS(=O)(=O)c2ccc(Br)cc2)CC(C)O1 (centres undefined) | 0% | 8% | -3% | 10% | . | . | . | 4% | . | -1% | 10
Cc1ccccc1S(=O)(=O)/N=C(/Nc1c(C)n(C)n(-c2ccccc2)c1=O)c1ccccc1 | -2% | -5% | -10% | -5% | -19% | 3% | -19% | -2% | 7% | -1% | 9
CC(C)C[C@H](NC(=O)c1nc[nH]c1C(=O)N1CCc2ccccc2C1)C(=O)OCc1ccccc1 | 1% | -4% | 1% | 4% | -2% | ? | ? | 3% | . | -3% | -16
C[C@H](NC(=O)[C@@H]1CSC2c3ccccc3C(=O)N21)C(=O)NC1CCCC1 (some centres undefined) | 5% | -2% | -1% | -4% | . | 1% | 1% | 0% | . | 2% | 8
O=C(CCCSc1ccccc1)Nc1nc(-c2ccco2)c(-c2ccco2)s1 | 1% | -4% | -35% | 6% | 18µM* | ? | -27% | ? | ? | 2% | -8
Cc1ccc2c(c1)N(CC(=O)N1CCCCCC1)C(=O)c1cccnc1O2 | 6% | 3% | 3% | 5% | -3%[0.46 µM] | -6% | -5% | 4% | -4% | 1% | 9
CC(C)(C)C1CCC(=NNC(=O)C2COc3ccccc3O2)CC1 (centres undefined) | 3% | 2% | 4% | -2% | . | . | . | 2% | . | 1% | 46[activator]
CC1CCN(S(=O)(=O)c2ccccc2)CC1 | 4% | 0% | -31% | . | 0% | 5% | 7% | 3% | 6% | 2% | 11
Cn1c(NC(=O)c2ccc(F)cc2)c(-c2cccs2)c(=O)c2ccccc21 | 0% | -1% | -19% | -6% | 0% | 9% | 11% | 4% | . | -3% | 9
CCc1cc(C(=O)N(CC)CC(=O)Nc2ccc(OC)cc2)sc1C | -4% | 1% | -20% | 5% | . | . | . | -3% | . | 0% | ?
O=[N+]([O-])c1ccc(Cl)c(/C=N/n2c(-c3ccncc3)n[nH]c2=S)c1 | 5% | -1% | -25% | 8% | 4% | 4% | -6% | -1% | . | -2% | 26
COc1cccc(C(=O)Nc2ccc(N3CCN(C(=O)c4cccs4)CC3)cc2)c1 | -35%[inhibitor] | -17% | -79% | -3% | . | 3% | 1% | 7% | -8% | -27% | -8
COc1ccc(Oc2nc3c(C)cccn3c(=O)c2/C=C(\C#N)C(N)=O)cc1 | -6% | -1% | -10% | 2% | -7% | -10% | 4% | 5% | . | -7% | 5
Cc1cc(OCC(=O)N2CCCC2)ccc1Cl | ? | ? | ? | 18% | -8% | -11% | -11% | ? | -12% | ? | 1
O=C(CSc1nnnn1-c1ccc2c(c1)OCCO2)OC1CCCCC1 | 0% | -6% | 9% | 4% | -1% | ? | ? | ? | -6% | 0% | 18
Cc1nc2ccc(F)cc2cc1C(=O)NC(C)C | -2% | 3% | -33% | -2% | 0% | -1% | 13% | 9% | -2% | -1% | 2
C(=N\NC1=Nc2cccc3cccc1c23)/c1ccccc1 | ? | 4.5µM* | -16% | 50µM* | -5% | ? | 2.2µM* | 1.7µM* | ? | 4µM* | 14
O=C(O)c1cn(-c2ccccc2)nc1-c1ccncc1 | 1% | -3% | 0% | 7% | -3% | -4% | 10% | ? | 4% | 0% | 13
OCCN(Cc1ccccc1)Cc1ccccc1F | -1% | -4% | -3% | -4% | -3% | -2% | -8% | 0% | -28% | -2% | 24
O=C(COC(=O)c1cccnc1Cl)Nc1ccc(N2CCCCC2)cc1 | 8% | ? | 39% | ? | . | . | . | . | . | 0% | ?
COc1ccc(C(=O)c2ccc(OC)cc2OC)cc1 | -1% | -24% | 1% | 1% | -2% | -7% | -2% | 2% | . | -34%[inhibitor] | -11
O=C(Cc1ccccc1)NCC(=O)N/N=C/c1cccs1 | 0% | 6% | -1% | -2% | -3% | 3% | -11% | 3% | . | 0% | -8
CC(C(=O)N1CCOCC1)N1C(=O)c2cccc3cccc(c23)C1=O (centres undefined) | 3% | 1% | -17% | 11% | 4% | 4%[10 µM] | -15% | 4% | -11% | 0% | -27
CN1CCSc2ccc(C(=O)NCc3ccccc3)cc21 | 9% | 15% | 1% | . | 3% | 0% | 19% | ? | 0% | -4% | 21
CC(=O)Nc1ccc(-c2ccc(NC(C)=O)c(O)c2)cc1O | ? | ? | ? | 5% | 0% | -12% | 6% | ? | . | ? | 0
Cc1cc(C)n2nc(C(=O)Nc3ccc4c(c3)OCO4)cc2n1 | 2.1µM* | 3.2µM* | ? | 27% | -4% | ? | ? | 4.8µM* | 3% | 1.3µM* | -11

Results in RORg inh and p53 reactivation, for 4 of the compounds above:
molecule	RORg inh	p53 reactivation
O=C(CSc1nnc(-c2ccco2)n1Cc1ccccc1)NC(=O)NCc1ccco1	?	-4%
O=C(Cc1ccccc1)NCC(=O)N/N=C/c1cccs1	-11%	-2%
Cc1ccc2c(c1)N(CC(=O)N1CCCCCC1)C(=O)c1cccnc1O2	-5%	5%
CC(C)(C)C1CCC(=NNC(=O)C2COc3ccccc3O2)CC1 (centres undefined)	.	-2%

The list is partial; the hit share may differ from the screen's.
